Screens (PubChem BioAssay)
Hsp70 inhibitors – small molecules displacing fluorescent ligand from Hsp70 – biochemical, fluorescence polarization, primary screen (AID 583); displacement, % at 20 µM, or IC50 in µM where a hit was titrated; 140,000 tested, 0.06% active; Hsp70 fluorescence polarization probe displacement, mP; higher % means a stronger effect; in the data active = displacement above about 50%;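 note: plate controls were vehicle for no effect and reference ligand for full effect; a part of the inactive calls stands beside numbers as strong as those of hits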
Rat MKP-3 inhibitors – MKP-3 phosphatase inhibitors, primary screen, biochemical, rat enzyme, in vitro (AID 425); 110,000 tested, 0.17% active; one-dose inhibition, % at 20 µM; IC50 in µM for titrated hits; recombinant MKP-3 phosphatase activity, fluorescence; higher % means a stronger effect; in the data active = inhibition above about 50%;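 note: plate controls were vehicle for no effect and reference inhibitor for full effect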
* = called active by the depositor; . = not tested or not shown; & = joins results of further samples.

mol	Hsp70 inhibitors	Rat MKP-3 inhibitors
CCOC(=O)CCC(=O)Nc1ccc(S(=O)(=O)N2CCCC2)cc1	4.7%	-4.0%
O=C1CCc2cc(S(=O)(=O)N3CCC(C(=O)NC4CCCCCCC4)CC3)ccc2N1	-1.9%	0.5%
CC(=O)CCc1c[nH]c2c(C(=O)O)cccc12	-1.4%	-12.9%
COc1ccc(S(=O)(=O)N(C)CC(=O)NCc2cccnc2)cc1C	-1.1%	2.2%
CCOc1ccc(N(CC(=O)N2CCOCC2)S(=O)(=O)c2ccc(SC)cc2)cc1	0.6%	-4.4%
Cc1ccc(Cn2c(NC(=O)c3ccco3)nc3ccccc32)cc1	-3.1%	-5.8%
COc1ccc(C(=O)c2coc3ccc(O)c(CN(C)C)c23)cc1	9.7%	-1.0%
Cc1nc2cc(F)ccc2n1C1CCN(S(=O)(=O)c2ccccc2)CC1	0.5%	2.1%
COc1ccc(C2CC(=O)C3=C(C2)Nc2ccccc2NC3c2cccc(Br)c2)cc1 (stereo not drawn)	-0.6%	2.6%
Cc1cccc(-n2nc3c(c2NC(=O)c2ccco2)CSC3)c1C	-7.9%	4.0%
CCn1cc(C(=O)Nc2ccc3c(c2)OCCO3)c2cc(OC)c(OC)cc2c1=O	3.0%	-10.9%
Cc1ccc(C(=O)c2cn[nH]c2-c2ccccc2O)cc1	-0.8%	.
O=c1ccnc(SCc2ccc(Cl)cc2Cl)[nH]1	1.7%	3.7%
CCOC(=O)c1c(C)[nH]c(N=Nc2ccccc2Cl)c1C	3.3%	0.5%
O=C(CCS(=O)(=O)c1cccc2nonc12)N1CC(=O)N(CCc2ccccc2)C(=O)C1	-3.7%	-7.3%
O=C(O)CCCSCC(=O)Nc1ccccc1	-6.6%	.
O=C(NCC1CCCO1)C1CC(=O)N(C2CCCC2)C1 (stereo not drawn)	11.6%	.
COc1cc(/C=C2/SC(=S)N(CC(=O)Nc3nc4ccccc4s3)C2=O)cc(OC)c1OC	2.5%	-1.1%
COc1cc(C(=O)OC2CCCCC2=O)cc(OC)c1C (stereo not drawn)	6.2%	3.1%
O=S(=O)(c1cccc2cccnc12)N1CCCc2ccccc21	-7.9%	3.3%
CCCCNS(=O)(=O)c1ccc(NS(=O)(=O)c2c(C)cc(C)cc2C)cc1	1.7%	.
N#CC1=C(SCC(=O)c2ccccc2)NC2=C(C(=O)CCC2)C1c1ccco1 (stereo not drawn)	2.3%	4.0%
Cc1[nH]c(=O)c(C#N)c2c1CCCC2	10.4%	.
O=C(c1ccc(Cl)c(Cl)c1)N(Cc1ccco1)c1ccc(O)cc1	-0.4%	2.1%
O=C(N/N=C/c1cc(Br)cc(I)c1O)c1cccc([N+](=O)[O-])c1	7.2%	1.9%

Additional compounds.
mol	Hsp70 inhibitors	Rat MKP-3 inhibitors
Cc1c(C)c2cc3c4c(oc3c(C)c2oc1=O)CCCC4	2.1%	14.2%
O=C(CN(c1ccc(F)cc1)S(=O)(=O)c1ccccc1)N1CCN(c2ccccc2)CC1	-2.3%	3.4%
O=C(/C=N/O)NCc1ccncc1	-0.3%	-4.7%
Cc1ccc(C)c(NC(=S)NC(=O)c2ccco2)c1	-37.3%	-0.1%
Cc1ccc2nc(C(F)(F)F)c(C#N)c(N)c2c1	0.4%	1.7%
O=C(COc1ccc(-c2ccccc2)cc1)N1CCN(S(=O)(=O)Cc2ccccc2)CC1	0.3%	.
CC(=O)CC(=O)Nc1c(C)cc(C)cc1C	5.7%	-2.5%
S=C1NCN(Cc2ccccc2)CN1c1ccccc1	-3.8%	0.0%
O=C(CCCCn1c(=O)[nH]c2ccccc2c1=O)NCc1ccc2c(c1)OCO2	-1.2%	-12.4%
CCOC(=O)C(CC(C)C)NC(=O)/C(=C\c1ccccc1F)NC(=O)c1ccccc1 (stereo not drawn)	2.5%	-1.6%
OCc1nc2ccccc2n1C/C=C/c1ccccc1	1.9%	-5.3%
C=CCn1c(SCC(=O)NC(C)(C)C)nnc1-c1ccccc1O	13.3%	.
COC(=O)c1[nH]c2cc(OC)ccc2c1NC(=O)c1nonc1C	3.1%	.
C[N+](C)(C)CCCCCCCCCC[N+](C)(C)C	-0.2%	-4.1%
CC1(C)CC(=O)C(C(C2=C(O)CC(C)(C)CC2=O)c2cccc(O)c2)C(=O)C1 (stereo not drawn)	1.0%	-16.3%
Cc1cc(-n2cccn2)nc(-c2ccc(Br)cc2)n1	-1.1%	3.2%
COC(=O)c1cc(NC(=O)c2ccc(-c3cccc(Cl)c3C)o2)cc(C(=O)OC)c1	-1.1%	6.8%
CCOC(=O)c1sc(=S)n(C)c1N	-1.7%	-13.8%
COc1ccc(C(=O)O)cc1Nc1cc(C)nc2ncnn12	-2.4%	-6.8%
COc1ccccc1N1CCN(Cc2nc(N)nc(Nc3ccc(C)cc3)n2)CC1	4.2%	2.1%
CN(CCCC(=O)O)S(=O)(=O)c1ccc2c(c1)C(=O)c1cc(S(=O)(=O)N(C)CCCC(=O)O)ccc1-2	14.8%	4.8%
C=CCOC(=O)C1=C(C)NC(C)=C(C(=O)OCC=C)C1c1ccc(C)cc1	-0.3%	3.5%
Cc1cc(C)cc(-n2nnc(C(=O)NCc3ccco3)c2N)c1	-2.3%	-1.8%
N#Cc1cc2c(=O)n3ccccc3nc2n(Cc2cccnc2)c1=O	2.5%	-4.3%
Cc1cccc(C2=N/C(=C/c3ccc([N+](=O)[O-])cc3)C(=O)N2c2ccc(O)cc2)c1	-5.6%	3.6%

More entries follow:
mol	Hsp70 inhibitors	Rat MKP-3 inhibitors
O=C(Cc1ccccc1)N1N=CCC1(O)c1ccccc1 (stereo not drawn)	-0.7%	1.1%
CCOC(=O)C1CCCN(C(=O)c2cc(Nc3ccc(OC)cc3)nc3ccccc23)C1 (stereo not drawn)	2.0%	.
COc1cc(Cl)c(S(=O)(=O)N2CC(C)OC(C)C2)cc1Cl (stereo not drawn)	2.5%	-3.1%
CCCCC1(CC)C(=O)NC(=O)NC1=Nc1ccc(OC)cc1 (stereo not drawn)	1.3%	-7.1%
COc1ccc(C(CC(=O)O)NC(=O)COc2ccccc2)cc1OC (stereo not drawn)	-0.7%	1.2%
Cc1cccc(C)c1NC(=O)C(=O)NCC1CCCO1 (stereo not drawn)	-2.5%	0.8%
CC1CCC2C(C1)c1sc(=O)[nH]c1SC2(C)C (stereo not drawn)	-0.6%	-5.5%
CCOC(=O)C1=C(C)NC2=C(C(=O)C(C(=O)OCC)C(c3ccco3)C2)C1c1ccccn1 (stereo not drawn)	-0.9%	1.3%
CN1C(=O)CC(N2CCN(c3ccccn3)CC2)C1=O (stereo not drawn)	1.4%	-3.5%
COc1ccc(C(=O)Nc2cccc(-c3nc4ccccc4s3)c2C)cc1	-3.8%	1.3%
COc1ccc(Cl)cc1NC(=O)Cn1c(=O)n2nc(C)nc2c2ccccc21	4.3%	0.0%
Cc1ccc(S(=O)(=O)N2CCSC2)cc1C	14.5%	.
O=c1[nH]c(NCCCO)nc2sc3c(c12)CCCC3	-4.5%	2.3%
Cc1cc(OCC(=O)NCc2ccc3c(c2)OCO3)ccc1Br	2.3%	3.2%
Cc1cccc(-n2c(C)cc(/C=N\NC(=O)c3cccs3)c2C)c1	-3.1%	5.4%
Cc1cc(NC(=O)CSc2c3c(nc4ccccc24)CCC3)no1	5.0%	-2.8%
Cc1cccn2c(=O)c3cc(C(=O)NCc4ccco4)c(=N)n(CCc4ccccc4)c3nc12	10.1%	12.8%
CCn1c(O)c(C=NCCc2ccc(O)c(O)c2)c2ccccc21	4.0%	-0.7%
COc1ccc(C(=O)n2cnc3cc(C)c(C)cc32)cc1[N+](=O)[O-]	2.6%	0.6%
CCC(C)N1CC(C(=O)NC2CCCCC2)CC1=O (stereo not drawn)	1.5%	-3.3%
Cc1ccc(NC(=O)CN(C)CC(=O)Nc2c(C)cccc2C)c(Br)c1	2.6%	.
CCOc1ccccc1N1Cc2cc(C)c(C)cc2C1	.	6.6%
COc1cc(C2CC(=O)c3cnc(N)nc3C2)cc(OC)c1OC (stereo not drawn)	1.3%	.
Cc1ccc(S(=O)(=O)N2Cc3ccccc3CC2C(=O)Nc2cc(C)on2)cc1 (stereo not drawn)	-2.0%	-0.1%
CCN(CC(=O)NC1CCS(=O)(=O)C1)C(=O)COc1ccccc1-c1ccccc1 (stereo not drawn)	2.2%	-8.7%

New compounds follow:
canonical_smiles	Hsp70 inhibitors	Rat MKP-3 inhibitors
c1coc(Cn2c(-c3ccco3)nc3ccccc32)c1	-5.7%&9.3%	9.8%&1.1%
COc1ccc(C(=O)CSc2nnnn2Cc2ccccc2)cc1	3.6%	-7.5%
S=c1n(CN2CCOCC2)nc(-c2ccccc2Cl)n1-c1ccccc1	-0.3%	2.2%
CCC(C)N(C)Cc1cccc(C2(O)CCN(S(=O)(=O)c3ccc(F)cc3)CC2)c1 (stereo not drawn)	-2.9%	9.5%
Cc1cc(C)c(S(=O)(=O)n2nc(C)c(Br)c2C)c(C)c1	1.2%	-7.1%
Cc1c(N2C(=O)/C(=C/c3cccs3)SC2=S)c(=O)n(-c2ccccc2)n1C	-3.7%	-0.3%
CCOC(=O)Cn1c2c(c(-c3ccccc3OC)cc1=O)CCCC2	-1.1%	6.6%
CCCCCc1nc2c(=O)n(C)c3ccccc3c2o1	3.6%	-1.7%

(more compounds)
canonical_smiles	Hsp70 inhibitors	Rat MKP-3 inhibitors
N#Cc1c(NCCN)nc(-c2ccco2)c2c1CCCC2	-1.0%	.
COc1ccc(Br)cc1/C=C/C(=O)c1ccc(C)cc1	-2.1%	5.3%
CCOC(=O)c1c(NC(=O)c2ccc(N3C(=O)CCC3=O)cc2)sc2c1CCCC2	0.5%	-3.0%
CCCNCc1cc(Cl)c(OCC)c(Cl)c1	1.2%	.
COCCOC(=O)C1=C(C)NC(=O)CC1c1ccccc1Br (stereo not drawn)	2.6%	2.3%
CCCCOc1ccc(C(=O)N2CCC(Cc3ccccc3)CC2)cc1	-1.2%	1.9%
CC1CCC2(CC1)C(C#N)=C(SCC(N)=O)NC(=O)C2C#N (stereo not drawn)	9.0%	2.1%
CCOCCCNC(=O)c1c(C)c(C(=O)OCC)n(C)c1C	-2.3%	2.9%

Further structures
canonical_smiles	Hsp70 inhibitors	Rat MKP-3 inhibitors
O=P(Cc1nnco1)(c1ccccc1)c1ccccc1	7.2%	11.0%
CCC(=O)c1ccc(OCC(O)Cn2c(C)nc3ccccc32)cc1 (stereo not drawn)	0.9%	6.9%
N/C(=N\N=C\c1ccccc1O)c1nonc1N	4.6%	0.5%
CCc1ccc(/C=C2/SC(=S)N(CC(=O)O)C2=O)cc1	0.5%	3.2%
COc1cc(C=C2C(=O)NC(=O)NC2=O)ccc1OCc1c(C)no[n+]1[O-]	-4.7%	2.3%
O=C1C2C3C=CC(C3)C2C(=O)N1c1ccc([N+](=O)[O-])cc1Br (stereo not drawn)	-3.2%	1.8%
Cc1ccc(S(=O)(=O)Nc2c(C)cc(C)cc2C)c(C)c1	-0.8%	0.2%
c1ccc(-n2c(-c3ccncc3)nnc2N2CCOCC2)cc1	2.5%	0.3%

Some values from above:
Value of `Cc1ccc(S(=O)(=O)Nc2c(C)cc(C)cc2C)c(C)c1` in Hsp70 inhibitors: -0.8%
Value of `c1ccc(-n2c(-c3ccncc3)nnc2N2CCOCC2)cc1` in Hsp70 inhibitors: 2.5%
Value of `COc1cc(C=C2C(=O)NC(=O)NC2=O)ccc1OCc1c(C)no[n+]1[O-]` in Hsp70 inhibitors: -4.7%

The results go on:
canonical_smiles	Hsp70 inhibitors	Rat MKP-3 inhibitors
O=C(CSc1nnc(CCCN2C(=O)c3cccc4cccc(c34)C2=O)n1-c1ccccc1)NCCCO	2.3%	3.9%
O=C(CSc1nnc(-c2c[nH]c3ccccc23)n1CC1CCCO1)Nc1ccc2c(c1)OCCO2 (stereo not drawn)	-1.3%	.
O=C(O)C(Cc1ccccc1)N=C(NS(=O)(=O)c1ccccc1)c1ccccc1 (stereo not drawn)	-26.3%	0.4%
CC1=NN(C(=O)C(C)C)C(C)(NNC(=O)C(C)C)C1 (stereo not drawn)	-1.3%	0.0%
O=c1[nH]c2ccccc2n1CCCOc1ccccc1	-4.5%	-2.5%
COc1cccc(CNCCOCCO)c1OC	2.2%	-1.5%
CCOC(=O)c1c(N)sc(C)c1CC	3.8%	0.4%
Cc1ccc(S(=O)(=O)NCC(c2ccccc2)N2CCN(CCC#N)CC2)cc1 (stereo not drawn)	-7.8%	-8.7%

Three structures already listed, ordered by SMILES length, low to high:
canonical_smiles	Hsp70 inhibitors	Rat MKP-3 inhibitors
O=c1[nH]c2ccccc2n1CCCOc1ccccc1	-4.5%	-2.5%
CC1=NN(C(=O)C(C)C)C(C)(NNC(=O)C(C)C)C1 (stereo not drawn)	-1.3%	0.0%
O=C(O)C(Cc1ccccc1)N=C(NS(=O)(=O)c1ccccc1)c1ccccc1 (stereo not drawn)	-26.3%	0.4%

(listing goes on)
canonical_smiles	Hsp70 inhibitors	Rat MKP-3 inhibitors
CO/N=C(/C(=O)O)c1cn2ccccc2n1	5.0%	0.9%
COCCOC(=O)c1c(C)nc(SCC(=O)Nc2ccc(OC)cc2)c(C#N)c1-c1ccco1	35.1%	-2.1%
COc1ccc(-c2noc(-c3ccco3)n2)cc1	4.2%	0.0%
COc1ccc(/C(O)=C2\C(=O)C(=O)N(CCc3ccccc3)C2c2ccc(OC)cc2)cc1 (stereo not drawn)	2.3%	-1.5%
COc1ccc(NC(=O)CCc2ccccc2)c(OC)c1	-0.8%	0.2%
CN(C)c1nc(N)nc(CSc2ccccn2)n1	0.1%	.
O=C1CC(c2ccccc2)CC(O)=C1C=NCCN1CCOCC1 (stereo not drawn)	-8.7%	1.5%
CNc1nnc(-c2cc3ccccc3oc2=O)s1	-0.2%	0.9%
Cc1cc(N2CCN(c3cccc(C(F)(F)F)c3)CC2)n2nc(C)nc2n1	2.9%	31.6%
Cc1ccc2cccc(NC(=O)C(F)(F)F)c2n1	0.7%	-0.6%

Not all compounds are listed; count on the stated rates, not on these rows.
